Bioassay records: PubChem BioAssay, Southern Research Specialized Biocontainment Screening Center
inhibitors of VEEV: inhibitors of VEEV TC-83 cytopathic effect, confirmation, Vero cells (AID 588727). 350,000 tested, 0.13% active. Vero cells, VEEV TC-83 cytopathic effect inhibition; higher % means a stronger effect. inhibition, % at 20 µM; hits with a dose series show IC50 in µM; in the data active = a potency from the dose series; inconclusive = inhibition mostly from about 14% at the one dose, without a potency; inactive = the rest, 99 in 100 with inhibition below about 12%; note: strong numbers were not always called active
tuberculosis growth: growth inhibition of non-replicating M. tuberculosis (AID 488890) | Mycobacterium tuberculosis non-replicating, growth inhibition; higher % means a stronger effect | inhibition, % at 25 µM; hits with a dose series show IC50 in µM | 320,000 tested, 0.39% active; in the data active = a potency from the dose series; inconclusive = inhibition mostly from about 82% at the one dose, without a potency; inactive = the rest, 99 in 100 with inhibition below about 76%;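 note: plate controls were DMSO cells for no effect and high antibiotic wells for full effect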
H1N1 NS1A inhibition: NS1A inhibition, H1N1 influenza, cell based functional assay (AID 504329); 340,000 tested, 0.3% active; NS1A functional cell-based assay, percent inhibition; higher % means a stronger effect; inhibition, % at 12.5 µM; hits with a dose series show IC50 in µM; in the data active = a potency from the dose series; inconclusive = inhibition above about 27% without an active follow-up result; note: strong numbers were not always called active
PhoP GFP inhibition: Inhibition of PhoP regulon, Salmonella typhi GFP reporter cells, confirmation, 4 h (AID 1850); 310,000 tested, 0.33% active; inhibition, % at 50 µM; hits with a dose series show IC50 in µM; Salmonella Typhi PhoP-promoter GFP reporter, fluorescence, 4 h; higher % means a stronger effect; in the data active = a potency from the dose series; inconclusive = inhibition mostly from about 25% at the one dose, without a potency; inactive = the rest, 99 in 100 with inhibition below about 19%;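 note: 0% = induced wells with vehicle and 100% = uninduced wells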
H37Rv inhibition: M. tuberculosis growth inhibition, HTS (AID 449762); one-dose inhibition, % at 25 µM; IC50 in µM for titrated hits; M. tuberculosis H37Rv growth inhibition, 7H9 media; higher % means a stronger effect; 330,000 tested, 0.59% active; in the data active = a potency from the dose series; inconclusive = inhibition above about 70% without an active follow-up result;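 note: bacterial growth assessed after seven days of incubation; strong numbers were not always called active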
inhibitors of VEEV 10K pilot screen: further read-out of inhibitors of VEEV, marked with its call; inhibition, %; measured here: 10K pilot screen inhibition
* = called active by the depositor; i = inactive; ? = inconclusive; . = not tested or not shown.

SMILES	inhibitors of VEEV	tuberculosis growth	H1N1 NS1A inhibition	PhoP GFP inhibition	H37Rv inhibition	others
O=C(CSc1c[nH]c2ccccc12)N1CCCc2ccccc21	9.2%	5%	-6%	-8%	-4%
CSc1nnc(C)c(/C=C/Nc2ccc(C)cc2)n1	7.7%	10%	-2%	-15%	?
COc1cc(CC(=O)Nc2ccc(S(=O)(=O)N(C)C)cc2)cc(OC)c1OC	2.5%	4%	-2%	-14%	-3%
CC(=O)NCCn1c(SCc2cc(=O)n3cc(Cl)ccc3n2)nc2ccccc2c1=O	4.1%	4%	0%	5%	-2%
O=C(Cn1ncc2c(=O)oc3ccccc3c21)N1CCN(C(=O)c2ccco2)CC1	i	-3%	21%	6%	-10%
CCc1ccc(N(CC(=O)N2CCN(Cc3ccccc3)CC2)S(C)(=O)=O)cc1	0.8%	11%	-2%	-3%	2%
CCOC(=O)N1CCN(C(=O)Cc2cccc3ccccc23)CC1	0.4%	31%	-3%	-1%	2%
C[C@@H](C(=O)N[C@@H](Cc1ccccc1)C(=O)O)n1nnc2ccccc2c1=O	0.6%	2%	-1%	0%	12%
O=C(CSc1nc2nn(-c3ccccc3)c(=O)c-2c2n1CCCCC2)Nc1ccc(OC(F)F)cc1	8.7%	12%	10%	.	8%
O=C(NCC(c1cccs1)N1CCOCC1)c1cc([N+](=O)[O-])cc([N+](=O)[O-])c1 (stereo not drawn)	0.2%	3µM*	15%	2%	0.72µM*
O=[N+]([O-])c1ccc(CSc2nc3ccccc3[nH]2)cc1	1.1%	72%	-5%	-1%	5%
Cc1cc(C)n2nc(Sc3ncccc3[N+](=O)[O-])nc2n1	0.7%	3%	.	-19%	3%
O=C(CSc1nnc(COc2ccc(Cl)cc2)o1)NC1CCCCC1	0.7%	-2%	-13%	-2%	0%
COc1cccc(OC)c1C(=O)Nc1ccccc1C(=O)N1CCCC1	1.7%	2%	23%	-6%	6%
Cn1nc(C(F)(F)F)c(-c2ccc(Br)cc2)c1NC(=O)c1cccnc1	5.6%	9%	.	8%	2%
CC1CCCCC1n1c(-c2cccnc2)n[nH]c1=S (stereo not drawn)	0.4%	-14%	8%	-13%	-6%
CCc1nnc(NC(=O)CSc2ccc(Cl)cc2)s1	0.8%	47%	-5%	-4%	5%
COc1ccccc1CNC(=O)c1cc(-c2ccccc2C)n(CC2CC(c3cccc([N+](=O)[O-])c3)=NO2)n1 (stereo not drawn)	4.2%	18%	-13%	-16%	-3%
COc1cc(NS(=O)(=O)c2ccc3c(c2)oc(=O)n3C)cc(OC)c1OC	i	-20%	0%	-3%	-7%
COc1ccc(NC(=O)CN(c2c(C)cccc2C)S(C)(=O)=O)cc1	7.2%	-3%	0%	9%	2%
CCOc1ccccc1/C=C/c1onc(C)c1S(=O)(=O)N1CCC(C(=O)NC(C)(C)C)CC1	2.1%	18%	2%	-17%	9%
COc1ccc(O)c(C(=O)c2cc(C#N)c(=O)n(CC3CCCO3)c2)c1 (stereo not drawn)	6.3%	1%	3%	0%	3%
O=C(O)c1nccnc1C(=O)N1CCN(c2ccccc2)CC1	2.0%	-3%	-3%	-8%	-6%
O=C(CN1CCC(n2nnc3cc(F)ccc32)CC1)NCCc1nc2ccccc2[nH]1	0.9%	-1%	-23%	-4%	-12%
O=C(COC(=O)c1ccc(Cl)nc1)NCCc1ccc(Cl)cc1	i	60%	-15%	.	4%
New compounds follow.
SMILES	inhibitors of VEEV	tuberculosis growth	H1N1 NS1A inhibition	PhoP GFP inhibition	H37Rv inhibition	others
CCOc1ccc(N=C2NC(=O)/C(=C/C(=O)OC)S2)cc1	1.6%	7%	7%	5%	-7%
CCCCc1ccc(NC(=O)CSc2nnc(C)c(=O)n2N)cc1	5.4%	74%	-8%	-2%	?
COc1ccc(S(=O)(=O)N2CCOCC2)cc1NC(=O)CC1CC2CCC1C2 (stereo not drawn)	6.3%	-14%	-6%	.	4%
COC(=O)c1ccccc1NC(=O)c1cc(OC)cc(OC)c1	1.2%	27%	-4%	1%	-2%
Cc1ccc(S(=O)(=O)N2CCN(C(=O)c3ccc(-n4cncn4)c([N+](=O)[O-])c3)CC2)cc1C	6.9%	0%	0%	0%	-5%
Cc1ccccc1NC(=O)c1ccc(Nc2c([N+](=O)[O-])cc([N+](=O)[O-])c3ccccc23)cc1	2.5%	50%	12%	1%	3%
CCOc1ccc(-c2nc(N)ncc2-c2ccc(OC)cc2)c(O)c1	5.2%	42%	-3%	3%	49%
CCOc1ccc(CCN2C(=S)N([C@@H](CC(C)C)CN3CCCC3CN3C(=S)NC[C@@H]3CC(C)C)C[C@@H]2Cc2ccccc2)cc1 (stereo partly drawn)	i	.	-4%	.	.
COc1ccc(-c2ccc3sc4ccccc4c(=O)c3c2)cn1	0.1%	6%	-1%	10%	1%
CCOC(=O)C1(CCc2ccccc2)CCN(C(=O)CCn2cnnn2)CC1	0.4%	14%	4%	1%	-3%	inhibitors of VEEV 10K pilot screen=0.1
Cc1cccc(N(CC(=O)N2CCN(c3ccc(F)cc3)CC2)S(C)(=O)=O)c1C	0.7%	11%	.	11%	-1%
O=C(Nc1ccc(N2CCOCC2)cc1)c1ccc(Cl)cc1N1CCCC1=O	3.9%	-3%	-1%	.	-2%
CCN1CCN(c2ccc(S(=O)(=O)N3CCCCC3)cc2NC(=O)c2ccc(C)o2)CC1	7.7%	1%	-8%	-1%	2%
O=C(CSc1nc2ncccc2[nH]1)NCc1ccco1	2.1%	3%	-4%	5%	-3%
COC(=O)Nc1ccc(S(=O)(=O)N2CCCC(C(=O)N3CCN(C)CC3)C2)cc1 (stereo not drawn)	i	-3%	10%	2%	-4%
CCCCCCCSc1nc(N)cc(=O)[nH]1	0.1%	60%	3%	-2%	2%
CC(=O)O[C@@H]1[C@@H](O)[C@@H](O)[C@H](Oc2c(-c3ccc(O)cc3)oc3c(CC=C(C)C)c(O)cc(O)c3c2=O)O[C@H]1C	.	32%	.	-2%	-18%
CC(C)(C)OC(=O)[C@H](Cc1ccccc1)NC(=O)c1nc[nH]c1C(=O)NCCCCCN	0.5%	18%	14%	-5%	-3%
COCCCNC(=S)N1CCN(c2nc3ccccc3s2)CC1	0.8%	17%	-10%	3%	-1%
CCOc1cccc2cc(C(N)=O)c(=N)oc12	1.0%	.	-5%	.	.
Cc1cc(O)ccc1C1(c2ccc(O)cc2C)OC(=O)c2ccccc21	5.6%	20%	-1%	-5%	4%
CC(=O)c1ccc(NC(=O)CSc2nnc(-c3ccncc3)n2C2CC2)cc1	8.2%	13%	2%	.	-6%
Cc1ccc(S(=O)(=O)NCC(C)NC(=O)CN2CCOCC2)cc1 (stereo not drawn)	0.5%	-2%	-2%	5%	7%
CC1=CC(C)(C)N(C(=O)CN2C(=O)c3ccccc3C2=O)c2ccc(C)cc21	0.5%	6%	7%	-13%	2%
C=CCOC(=O)C1=C(C)OC(N)=C(C#N)C1c1ccco1 (stereo not drawn)	9.2%	4%	7%	4%	2%

Random excerpt: three compounds from above.
SMILES	inhibitors of VEEV	tuberculosis growth	H1N1 NS1A inhibition	PhoP GFP inhibition	H37Rv inhibition	others
Cc1cc(O)ccc1C1(c2ccc(O)cc2C)OC(=O)c2ccccc21	5.6%	20%	-1%	-5%	4%
Cc1ccc(S(=O)(=O)N2CCN(C(=O)c3ccc(-n4cncn4)c([N+](=O)[O-])c3)CC2)cc1C	6.9%	0%	0%	0%	-5%
CCOc1ccc(CCN2C(=S)N([C@@H](CC(C)C)CN3CCCC3CN3C(=S)NC[C@@H]3CC(C)C)C[C@@H]2Cc2ccccc2)cc1 (stereo partly drawn)	i	.	-4%	.	.

(listing goes on)
SMILES	inhibitors of VEEV	tuberculosis growth	H1N1 NS1A inhibition	PhoP GFP inhibition	H37Rv inhibition	others
O=C(Nc1ccon1)c1cc2c(s1)CCCCCC2	i	42%	5%	-11%	-1%
O=C(C1=C[C@@H](C2CCCCC2)C[C@@H](OCc2ccc(CO)cc2)O1)N1CCN(Cc2ccccc2)CC1	0.5%	3%	-10%	-3%	0%
O=C(c1ncn(Cc2ccccc2)c1C(=O)N1CCc2ccccc2C1)N1CCc2ccccc2C1	0.7%	53%	-13%	.	8%
O=[N+]([O-])c1ccc(S(=O)(=O)CC2CSc3nc4ccccc4n32)cc1 (stereo not drawn)	i	-18%	1%	-2%	6%
O=C(NC1CCN(Cc2ccccc2)CC1)c1cc(Br)c(Br)[nH]1	1.7%	-6%	2%	7%	-4%
Cc1ccccc1Nc1nc(N)nc(CSc2nnc3ccccn23)n1	1.2%	7%	-3%	21%	9%
CCCn1c(SCC(=O)NCC)nc2sc3c(c2c1=O)CCC3	2.3%	-17%	9%	-1%	2%
O=C(c1ccccc1)c1ccc(C(=O)N2CCN(c3ccc(F)cc3)CC2)o1	9.2%	41%	2%	-4%	4%
CC1(C)CC2(CCO1)OC(=O)CC2C(=O)NCCc1ccccc1 (stereo not drawn)	4.8%	-6%	7%	-11%	3%
Cc1nc2ccc(N)cc2s1	0.3%	?	2%	-14%	-15%
CCCc1cc(=O)[nH]c(SCC(=O)NC)n1	1.8%	7%	11%	-15%	2%
CCOC(=O)c1c(SCC(=O)Nc2nccs2)nc(C)c(C)c1C	8.8%	10%	-5%	-2%	3%
CN(C)c1ccc(-c2nnn(CC(=O)Nc3ccc4c(c3)OCCO4)n2)cc1	2.2%	71%	-6%	-3%	-1%
O=C(NCC1CCCO1)c1ccc(COc2ccccc2)o1 (stereo not drawn)	0.7%	6%	4%	13%	-3%
COc1ccc(CNC(=O)c2ccc3c(=O)n(CCCN4CCCC4=O)c(=S)[nH]c3c2)cc1	0.3%	-11%	-3%	3%	-8%
Clc1ccc2nc(C3CCN(Cc4ccccc4)CC3)[nH]c2c1	i	15%	6%	0%	-4%
CCN(CC)S(=O)(=O)c1cccc(N=NC2=C(O)CCCC2=O)c1	1.0%	5%	-3%	-13%	-4%
CC(=O)N1CCc2c(sc(NC(=O)Cc3ccccc3)c2C(N)=O)C1	1.5%	-17%	-12%	.	0%
COc1ccc(NC2=NCCCCC2)cc1	0.6%	9%	-3%	10%	4%
O=C(/C=C/c1ccco1)N1CCN(C/C=C/c2ccccc2)CC1	0.2%	?	3%	-6%	4%
COC(=O)C1=CN(c2ccc(Cl)cc2)C=C(C(=O)OC)C1c1ccc([N+](=O)[O-])cc1	5.1%	1%	-4%	-8%	3%
CCN(CC)S(=O)(=O)c1cccc(C(=O)NN2Cc3ccccc3C2=N)c1	i	19%	0%	-8%	6%
Cc1ccc2c(c1)/C(=N/O)CCS2	1.4%	-4%	0%	2%	-3%
C[C@H](CO)N1C[C@H](C)[C@@H](CN(C)C(=O)Nc2ccc3c(c2)OCO3)Oc2c(NC(=O)C3CC3)cccc2C1=O	4.9%	-4%	8%	.	0%
COc1cc(/C=C2\CC(C(C)(C)C)C/C(=C\c3cc(OC)c(OC)c(OC)c3)C2=O)cc(OC)c1OC (stereo not drawn)	11%	19%	7%	-10%	12%
Further results follow:
SMILES	inhibitors of VEEV	tuberculosis growth	H1N1 NS1A inhibition	PhoP GFP inhibition	H37Rv inhibition	others
COC(=O)C1=C(C)NC(=O)NC1c1ccc(-c2ccc(F)cc2)o1 (stereo not drawn)	1.5%	13%	-6%	5%	4%
CCOP(=O)(Nc1ccc2c(c1)C(=NNC(N)=S)c1ccccc1-2)OCC	8.4%	.	-6%	.	.
O=C(NCCCCNC(=O)c1ccc(Br)s1)c1ccc(Br)s1	i	1%	-3%	-1%	-4%
CC(C)(C)c1nnc(NC(=O)CCS(=O)(=O)c2ccccc2)s1	7.1%	?	4%	-7%	-8%
COC(=O)C(C)N1CCC(=O)c2ccccc2S1(=O)=O (stereo not drawn)	0.2%	-12%	8%	2%	6%
Cn1c(-c2sc3cc(C(F)(F)F)cnc3c2-c2cccs2)n[nH]c1=S	3.2%	-27%	4%	-5%	-2%
CC(C)COc1ccc(-c2nnc(-c3ccncc3)o2)cc1	i	69%	-3%	-11%	20%
Oc1ccc(C[C@@H]2CNCCN2CC2CCCCC2)cc1	0.2%	-1%	3%	-7%	-3%
COc1ccc(/C=C2/C(=O)C(C)(C(C)C)CCC2C)cc1 (stereo not drawn)	0.5%	9%	-5%	-3%	1%

A draw from above in order of molar mass, high to low.
SMILES	inhibitors of VEEV	tuberculosis growth	H1N1 NS1A inhibition	PhoP GFP inhibition	H37Rv inhibition	others
CC(C)(C)c1nnc(NC(=O)CCS(=O)(=O)c2ccccc2)s1	7.1%	?	4%	-7%	-8%
Oc1ccc(C[C@@H]2CNCCN2CC2CCCCC2)cc1	0.2%	-1%	3%	-7%	-3%
COc1ccc(/C=C2/C(=O)C(C)(C(C)C)CCC2C)cc1 (stereo not drawn)	0.5%	9%	-5%	-3%	1%
